TSG101-PTAP inh – blocks PTAP/TSG101 interaction to inhibit HIV-1 budding | Potency, µM (highest dose often 115 µM), for the others: top-dose activity change, negative = inhibition, most hits filed as inhibitors | 340,000 tested, under 10 active | Fluorescence polarization, FITC-PTAP peptide / Tsg101 binding | Q99816; active = well fitted inhibition curve with a large enough effect in the main read-out, with a control signal flat, not every such curve was filed as active; inconclusive = small, poorly fitted or top-dose-only effect, or effect the other way, or a change in a side signal; inactive = no such curve, though single readings can be large or run the other way; note: potency is the fitted concentration of half-maximal effect; % of control where 0% means no effect
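Tsg101 binding domain (10 uM final) was mixed with compound and a FITC-labeled PTAP peptide (50 nM final) in HEPES pH 7.5 buffer with NaCl, Tween 20, EDTA and TCEP; fluorescence polarization was read after 20 min at r.t.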
a7 integrin act – integrin-mediated muscular dystrophy alleviation activation | alpha7betagal myoblasts, beta-gal FDG fluorescence, 48 h | Potency, µM (top dose mostly 38.3 µM), without a hit: top-dose activation, hits mostly activators | 0.064% of 350,000 active | AID 624291;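 note: potency is the fitted concentration of half-maximal effect; 100% = response of the positive control SU9516; nearly all actives have a fitted effect of over 60% in size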
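Alpha7betagal+/- myoblasts (passage 13) were plated 16-24 hr, then exposed to compounds (1:260 dilution of DMSO stock) for 48 hours at 37C. After MPER lysis, β-galactosidase reporter activity was read as FDG fluorescence (ex 480/em 540) after 30 minutes.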
Tb PFK inh – inhibitors of T. brucei phosphofructokinase; AID 485367; Potency, µM (series often up to 57.5 µM), without a hit: at the top dose activity, negative = inhibition, usual class: inhibitors; T. brucei PFK, ADP-Glo luminescence; O15648; 0.17% of 330,000 active;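 note: potency is the fitted concentration of half-maximal effect; 0% = uninhibited 1x PFK enzyme wells and -100% = no-enzyme wells; nearly all actives have a fitted effect of over 60% in size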
Target sequence (O15648 whole entry, looked up): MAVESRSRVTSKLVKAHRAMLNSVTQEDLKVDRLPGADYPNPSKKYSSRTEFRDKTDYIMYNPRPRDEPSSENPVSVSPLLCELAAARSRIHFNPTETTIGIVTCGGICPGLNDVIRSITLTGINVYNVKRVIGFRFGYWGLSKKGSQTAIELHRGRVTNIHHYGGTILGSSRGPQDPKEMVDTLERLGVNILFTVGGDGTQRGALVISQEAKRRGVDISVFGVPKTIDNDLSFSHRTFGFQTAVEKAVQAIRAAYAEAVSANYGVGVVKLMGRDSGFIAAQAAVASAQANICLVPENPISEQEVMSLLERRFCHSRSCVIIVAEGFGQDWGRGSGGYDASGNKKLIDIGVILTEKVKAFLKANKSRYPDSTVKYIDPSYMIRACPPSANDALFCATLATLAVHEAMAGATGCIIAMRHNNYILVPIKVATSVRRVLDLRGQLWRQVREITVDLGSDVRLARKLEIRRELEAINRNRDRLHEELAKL
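In TEA buffer at pH 8.0 with 5 mM MgCl2, enzyme (1.25 nM) converted F6P (0.5 mM) and ATP (0.1 mM) for 45 min at room temperature. ADP product was read by luciferase luminescence.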
Menin-MLL TR inh – menin-MLL binding inhibition, Texas Red mutant peptide; O00255; Menin + Texas Red MLL mutant peptide, fluorescence polarization; Potency, µM (series often up to 61.6 µM), for the others: top-dose FP activity change, negative = inhibition, most hits filed as inhibitors; 0.23% of 270,000 active; AID 1768; active = well fitted inhibition curve with a large enough effect in the polarisation, with a control signal flat, not every such curve was filed as active; inconclusive = small, poorly fitted or top-dose-only effect, or effect the other way, or a change in a side signal; inactive = no such curve, though single readings can be large or run the other way; the % refers to the polarisation; note: potency is the fitted concentration of half-maximal effect; % of control where 0% means no effect; many of its hits are not listed in these tables
B2AR arrestin – agonists driving beta-arrestin recruitment to human beta2-adrenergic receptor; P07550; beta-arrestin recruitment to beta2AR, cell-based reporter; Potency, µM (top dose mostly 46.1 µM), for inactives: at the top dose activation, actives largely listed as activators; 0.02% of 330,000 active; AID 492947;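 note: potency is the fitted concentration of half-maximal effect; 0% = DMSO controls and full agonism = EC100 isoproterenol or metaproterenol; nearly all actives have a fitted effect of over 65% in size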
ASM inhibitor – inhibitors of human secretory acid sphingomyelinase; P17405; placental ASM, HMU-PC fluorogenic substrate, 60 min; AID 504937; Potency, µM (doses to about 57.5 µM), for inactives: at the highest dose activity change, negative = inhibition, hits mostly inhibitors; 0.006% of 340,000 active; note: potency is the fitted concentration of half-maximal effect
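Steps: dispense placental human ASM, pin compound, wait 10 min at room temperature, add HMU-PC0 substrate at 9 uM final, incubate 60 min at 37 °C, add stop solution raising pH to 10, read fluorescence.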
GALK inh – galactokinase (human) inhibition | 0.007% of 270,000 active | AID 1868 | P51570 | Purified GALK, Kinase-Glo residual ATP luminescence | Potency, µM (top dose mostly 57.5 µM), for the others: top-dose activity change, negative = inhibition, most hits filed as inhibitors; note: potency is the fitted concentration of half-maximal effect; % is set by controls: 0 for no effect and ±100 for the full control effect
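The enzyme phosphorylates galactose (100 uM) using ATP (35 uM); inhibition is detected as higher residual ATP, quantified by bioluminescence after 1 h reaction at room temperature, pH 8.0.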
Coupling enz – counter-screen for Giardia aldolase inhibitors: coupling enzyme system. coupling enzyme system counterscreen, AmpLite Red fluorescence. activity change, negative = inhibition, % at 58.2 µM, hits read low. 0.67% of 290,000 active. AID 2472; in the data active = activity change below about -30%; note: % is set by controls: 0 for no effect and ±100 for the full control effect
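Activity here indicates interference with the coupling reaction, not aldolase inhibition. Compounds at 57.5 uM final met coupling enzymes for 10 min at RT; substrate and AmpLite Red detection followed, with a 525/598 nm fluorescence read after 20 min.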
BCR signal inh – blocks chronic active B-cell receptor signaling. 0.05% of 340,000 active. ABC-DLBCL IkBa-CBG/CBR reporter, luminescence ratio, 4 h. Potency, µM (doses to about 46.1 µM), for inactives: top-dose ratio change, negative = lower green/red ratio, hits mostly inhibitors; active = well fitted inhibition curve with a large enough effect in the signal ratio, with a control signal flat, not every such curve was filed as active; inconclusive = small, poorly fitted or top-dose-only effect, or effect the other way, or a change in a side signal; the % refers to the signal ratio;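 note: potency is the fitted concentration of half-maximal effect; plate controls were basal doxycycline-induced cells for no effect and cells given 10 µM MG132 for full effect; MG132 reads +100%, hits lower the ratio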
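TMD8 human ABC-DLBCL cells with doxycycline-inducible IκBα–green luciferase fusion and unfused red luciferase, in 0.5% FBS medium; compounds up to 46 uM, 4 h at 37C. Green/red luminescence ratio, filter-overlap corrected, fitted to concentration-response curves.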
PKM2 activator – activators of human pyruvate kinase M2. 0.34% of 260,000 active. Potency, µM (highest dose often 57.5 µM), without a hit: at the top dose activation, most hits filed as activators. purified PKM2, Kinase-Glo ATP luminescence, activation; response scale: 0% is enzyme alone, no compound; note: potency is the fitted concentration of half-maximal effect; % is set by controls: 0 for no effect and ±100 for the full control effect; nearly all actives have a fitted effect of over 55% in size
Target sequence (P14618 whole entry, looked up): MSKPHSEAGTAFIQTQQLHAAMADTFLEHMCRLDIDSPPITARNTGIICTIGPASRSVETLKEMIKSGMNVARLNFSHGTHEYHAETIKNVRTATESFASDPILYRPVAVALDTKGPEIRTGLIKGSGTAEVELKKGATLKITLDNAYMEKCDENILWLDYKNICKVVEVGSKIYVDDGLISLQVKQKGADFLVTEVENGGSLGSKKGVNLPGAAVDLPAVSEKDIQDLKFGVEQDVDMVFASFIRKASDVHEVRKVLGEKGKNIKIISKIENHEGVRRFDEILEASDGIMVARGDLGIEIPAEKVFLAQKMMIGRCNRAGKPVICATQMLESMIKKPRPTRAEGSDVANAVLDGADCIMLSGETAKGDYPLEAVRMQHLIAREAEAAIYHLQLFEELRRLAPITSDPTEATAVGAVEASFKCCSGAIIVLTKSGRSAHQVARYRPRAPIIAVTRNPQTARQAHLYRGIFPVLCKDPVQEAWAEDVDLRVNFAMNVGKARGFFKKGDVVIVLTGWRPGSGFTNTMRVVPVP
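Purified hPK-M2 (>95%) run at intermediate activity with 0.1 mM ADP and 0.5 mM PEP in 50 mM imidazole pH 7.2, KCl, MgCl2; 1 h room temperature. ATP formed read by Kinase-Glo luminescence; normalized to uninhibited and no-enzyme controls.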
Giardia killer – kills Giardia lamblia; Giardia lamblia trophozoite viability; activity change, % at 7.66 µM, hits read low; 0.15% of 340,000 active; in the data active = activity change below about -80%; inconclusive = between about -30% and that limit;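 note: parasites exposed to compound for two days anaerobically before the ATP read; % is set by controls: 0 for no effect and ±100 for the full control effect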
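Media and compound were dispensed first, then trophozoites at 100 cells/well; plates sat 48 hrs at 37 deg C without oxygen before ATP luminescence reagent was added and read after 15-30 min at room temperature.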
* marks the source's active call; other numbers are inactive results; ? = inconclusive; · = not tested or not shown; [ ] = another dose, or the depositor's remark. Unless noted, calls come from the whole dose curve; as a rule, active = well fitted curve in the direction sought with a large enough effect; inconclusive = small, poorly fitted or top-dose-only effect, or another doubt; inactive = no such curve, though single readings can be large; an effect the other way counts as inactive or inconclusive. This is a subset; count on the stated rates, not on these rows.

SMILES	TSG101-PTAP inh	a7 integrin act	Tb PFK inh	Menin-MLL TR inh	B2AR arrestin	ASM inhibitor	GALK inh	Coupling enz	BCR signal inh	PKM2 activator	Giardia killer
CCC(C)Sc1ccc([C@@H]2[C@H]3C(=O)N(CC)C(=O)[C@H]3[C@]3(C(=O)OC)CCCCN23)cc1 (stereo partly specified)	25%	-7%	0%	·	0.4%	-11%	·	·	?	·	2
Cc1nnc(SCC(=O)O)s1	-5%	12%	-5%	5%	-0.7%	0%	5%	5	2%	-15%	10
CC1CCCN(CC(=O)N2c3ccccc3Sc3ccccc32)C1 (stereo unspecified)	-3%	-40%	-1%	-24%	0.4%	-2%	-1%	0	0%	-1%	5
CC1(C)CC(=O)C2=C(C1)OC(N)=C(C#N)C21CCN(Cc2ccccc2)CC1	-15%	-17%	4%	-3%	0.2%	38%[activator]	2%	-6	5%	-2%	-8
CCOc1ccc(/C=N/O)cc1	-1%	24%	2%	·	0.3%	-4%	0%	-1	?	5%	?
O=C(N/N=C/c1ccncc1)c1cnccn1	-1%	2%	1%	·	-0.3%	-3%	7%	1	-5%	1%	1
CCOC(=O)CC1=C(C(=O)OCC)C(c2ccc(OC)cc2OC)C(C#N)=C(N)O1 (stereo unspecified)	-4%	-13%	-8%	-18%	-0.9%	2%	2%	-26	-18%	30%	-10
COc1ccc(-c2nnc(-c3ccc(C)cc3)o2)cc1	-1%	1%	8%	-17%	0.4%	5%	6%	5	?	·	-7
Cc1ccc(NC(=O)CCN2CCCCC2)cc1	-3%	18%	1%	?	-1.3%	1%	·	-1	?	9%	20
O=C(COc1ccc(Cl)cc1Cl)NC1CCSC1=O (stereo unspecified)	0%	-5%	-16%	-1%	-0.1%	0%	1%	1	-15%	3%	3
CC1CCCC(C)N1C(=O)Cn1nnc(-c2ccc([N+](=O)[O-])cc2)n1 (stereo unspecified)	-3%	-24%	1%	1%	-0.1%	-1%	-1%	-1	0%	-1%	-21
CCC(=O)Nc1cccc(-c2nnc(SCC(=O)c3ccccc3)n2C)c1	-9%	-20%	0%	1%	?	3%	11%	2	?	-8%	-11
COc1ccc(C(=O)Nn2c(C3CCC3)nc3ccccc3c2=O)c(OC)c1	-1%	9%	-2%	4%	-0.4%	-1%	0%	-1	1%	-2%	-2
Cc1ccccc1CN1CCN(C2CCC2)CC1CCO (stereo unspecified)	-4%	0%	0%	-4%	0.5%	-2%	2%	1	?	3%	-1
CCc1ccc(OCC(=O)Nc2ccc(N3CCN(C(=O)c4ccccc4)CC3)cc2)cc1	-7%	4%	1%	·	-0.3%	-4%	1%	·	0%	-4%	1
COc1ccccc1NS(=O)(=O)c1cc2c3c(c1)CCN3C(=O)CC2	-3%	9%	-6%	·	0.1%	-2%	·	·	19%	·	-2
Cc1cc(C(=O)NNC(=S)NCc2ccccc2)cs1	-1%	13%	0%	4%	0.2%	4%	1%	1	-1%	-10%	-8
CCCCCCC(C)n1cc(C(C)=O)c(=O)n(C)c1=O (stereo unspecified)	-1%	4%	1%	-15%	-1.7%	-1%	2%	2	7%	4%	-13
CCC1C/C(=C/c2cccs2)C(=O)/C(=C/c2cccs2)C1 (stereo unspecified)	-2%	18%	2%	1%	0.4%	?	-2%	0	8%	4%	11
CN(C(=O)COC(=O)Cc1ccc(Cl)cc1)C1CCCCC1	-1%	12%	-1%	·	-0.2%	2%	·	·	-4%	·	-4
O=C(CSc1n[nH]c(-c2ccccn2)n1)Nc1ccccc1F	2%	-41%	3%	47%[activator]	-0.1%	3%	0%	-9	-6%	·	-1
CN(C)S(=O)(=O)N(CC(=O)N1CCN(c2ccccc2)CC1)c1ccccc1	-4%	2%	-4%	-15%	-0.4%	1%	4%	6	-17%	-1%	-13
O=[N+]([O-])c1ccc(N(CC(O)CN2CCCCC2)S(=O)(=O)c2ccccc2)cc1 (stereo unspecified)	-3%	0%	2%	-9%	0.1%	0%	0%	0	1%	·	1
COc1ccc(CCNc2c(N)n(Cc3ccccc3)c(=O)[nH]c2=O)cc1OC	-4%	-22%	-5%	2%	-0.2%	42%	-3%	-3	?	-1%	16
CCCc1nc(SCC(=O)NCc2ccco2)c2c(=O)n(C)c(=O)n(C)c2n1	-4%	-11%	-14%	-1%	0.0%	0%	2%	3	1%	0%	16
NC(=O)C[C@@H]1NC(=O)[C@H](CCC(=O)O)NC(=O)c2cc([N+](=O)[O-])cc(I)c2OCC[C@@H](C(N)=O)NC1=O	-1%	20%	-8%	2%	-1.7%	2%	·	10	-4%	3%	-1
Cc1[nH]c(=O)[nH]c(=O)c1S(=O)(=O)Nc1ccc(Br)cc1F	-3%	-24%	1%	8%	-0.3%	4%	·	4	1%	·	-4
CC1CCC(NC(=O)CN2C(=O)C3CC=CCC3C2=O)CC1 (stereo unspecified)	-4%	-20%	5%	·	-0.1%	4%	·	·	2%	·	9
CC(C)Cc1ccc(S(=O)(=O)Nc2ccccn2)cc1	-2%	8%	-5%	·	0.2%	-1%	0%	5	2%	2%	9
CCOC(=O)C(=CNNc1ccsc1C(=O)OC)C(=O)OCC	-4%	-32%	5%	·	0.2%	0%	4%	6	?	6%	?
O=C(CCCc1ccccc1)N1CCc2ccccc21	-6%	31%	-1%	1%	0.5%	-5%	0%	0	?	-5%	0
CCOc1ccc(NC(=O)C2CCN(S(=O)(=O)c3cccnc3)CC2)cc1	-4%	17%	3%	13%	-0.5%	-1%	0%	0	12%	4%	2
NC(=O)COC(=O)c1cccc(NS(=O)(=O)/C=C/c2ccccc2)c1	-2%	-11%	8%	-8%	0.1%	0%	0%	-1	-6%	-3%	8
COCC(C)n1c(SCC(=O)NC2CCCCC2C)nc2ccccc2c1=O (stereo unspecified)	-1%	5%	-1%	·	-1.0%	-3%	·	·	-8%	·	0
O=C(N/N=C/c1ccccc1)c1ccc2c(c1)OCO2	-6%	-7%	6%	-19%	-0.4%	0%	-2%	1	?	-1%	1
O=C(Cc1ccc(F)cc1)Nc1ccc(S(=O)(=O)N2CCCCC2)cc1	0%	13%	?	?	-0.5%	-1%	-2%	-1	?	11%	0
Cc1c(Cc2ccccc2)sc(NC(=O)c2ccco2)c1C(N)=O	0%	9%	-3%	10%	0.2%	-2%	-3%	-1	?	-21%	8
Cc1cccc(OCCC(=O)NNC(=O)Cn2nc(C)cc2C)c1	-2%	3%	-3%	·	-1.4%	3%	·	·	?	·	6
C/C(=N\NC(=O)c1ccc(-c2ccccc2)cc1)c1cccc(N)c1	0%	-15%	-1%	7%	-0.5%	-5%	0%	0	-18%	8%	3
NC(=O)Cn1nnc(-c2ccc(NC(=O)c3ccc(F)cc3)cc2)n1	2%	4%	-9%	1%	0.0%	2%	0%	-2	?	5%	10
CCOCCCNS(=O)(=O)c1ccc(OC)c(Cl)c1Cl	1%	13%	0%	-6%	-0.9%	1%	-3%	1	-1%	-5%	10
O=C(COC(=O)c1ccccc1Nc1ccccc1)c1ccccc1	-4%	20%	0%	-2%	0.4%	6%	·	-1	16%	4%	-5
COc1cc(C(c2c(C)[nH][nH]c2=O)c2c(C)[nH][nH]c2=O)cc(Cl)c1O	-1%	-24%	-2%	-22%	0.8%	5%	-5%	-4	0%	1%	-1
CC(NC(=O)CN1C(=O)NC(c2ccccc2)(c2ccccc2)C1=O)c1cccs1 (stereo unspecified)	-5%	14%	-7%	·	0.3%	-2%	·	·	0%	·	20
COc1ccc(C(=O)OCC(=O)Nc2ccc3[nH]c(=O)[nH]c3c2)c(OC)c1OC	-3%	0%	21µM*	·	-0.2%	1%	·	·	?	·	-10
C=CCn1ccc(=NC=C(C#N)C#N)c2ccccc21	2%	29%	-9%	·	-0.4%	-6%	-2%	-11	?	2%	5
COC(=O)[C@H](CC(C)C)NC(=O)CCc1nnc(COc2ccccc2)o1	-1%	2%	2%	-1%	-0.3%	2%	0%	-1	9%	3%	-12
O=C(C1CCCN1S(=O)(=O)c1cccc2cccnc12)N1CCc2ccccc21 (stereo unspecified)	-5%	-2%	4%	-8%	-0.4%	-5%	2%	10	-10%	-6%	1
COc1ccc(/C=C(/C(=O)N2CCCCC2C(=O)O)c2ccc(OC)c(OC)c2)cc1 (stereo unspecified)	0%	0%	8%	·	0.1%	10%	·	·	?	·	-8

Bioassay records (PubChem BioAssay)
